# TRPV1 agonist = HTS Assay for Compounds that Act as Agonists of the Vanilloid Receptor 1. TRPV1-expressing cells, Fluo-8 calcium influx, agonist mode. 320,000 tested, 0.19% active. activation, % at 8.33 µM. Transient receptor potential cation channel subfamily V member 1 (Homo sapiens), Q8NER1. AID 540275, 2011; in the data active = activation above about 80%; inconclusive = between about 30% and that limit; also: 0% is about no effect
#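 TRPV1-expressing cells were cultured overnight at 35.5C and loaded with Fluo-8 calcium dye for 40 to 90 min at room temperature. After a 10 s baseline, compound was added and calcium influx was read kinetically for 3 min (ex 480/em 520 nm).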
# PTAP TSG101 blk = qHTS Assay for Iinhibitors of HIV-1 Budding by Blocking the Interaction of PTAP/TSG101; AID 493005, 2010; Fluorescence polarization, FITC-PTAP peptide / Tsg101 binding; Tumor susceptibility gene 101 protein (Homo sapiens), Q99816; 340,000 tested, under 10 active; Potency, µM (series often up to 115 µM), without a hit: at the highest dose activity change, negative = inhibition, hits mostly inhibitors; active = well fitted inhibition curve with a large enough effect in the main read-out, with a control signal flat, not every such curve was filed as active; inconclusive = small, poorly fitted or top-dose-only effect, or effect the other way, or a change in a side signal; inactive = no such curve, though single readings can be large or run the other way; also: potency is read from the fitted curve at half-maximal effect; % of control where 0% means no effect
# Target sequence (Q99816 whole entry, looked up): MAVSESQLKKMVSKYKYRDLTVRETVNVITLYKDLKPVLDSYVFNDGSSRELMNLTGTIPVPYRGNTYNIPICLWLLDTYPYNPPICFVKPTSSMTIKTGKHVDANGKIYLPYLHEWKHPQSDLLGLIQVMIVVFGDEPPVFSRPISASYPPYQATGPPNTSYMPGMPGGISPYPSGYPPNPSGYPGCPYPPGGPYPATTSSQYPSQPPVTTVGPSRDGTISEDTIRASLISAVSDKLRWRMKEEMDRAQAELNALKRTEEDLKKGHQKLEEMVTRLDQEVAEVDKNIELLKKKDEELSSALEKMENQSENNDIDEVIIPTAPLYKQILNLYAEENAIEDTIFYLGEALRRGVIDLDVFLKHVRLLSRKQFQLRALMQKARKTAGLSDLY
#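 Tsg101 binding domain (10 uM final) was mixed with compound and a FITC-labeled PTAP peptide (50 nM final) in HEPES pH 7.5 buffer with NaCl, Tween 20, EDTA and TCEP; fluorescence polarization was read after 20 min at r.t.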
# BRCA1 expr act = qHTS Assay to Identify Small Molecule Activators of BRCA1 Expression | MCF7-BRCA1-FFLuc reporter, luminescence, 48 h; response scale: scaled: vehicle 0%, 10 µM genistein 100% | Potency, µM (series often up to 46.1 µM), inactives show at the highest dose activation, usual class: activators | 380,000 tested, 1.1% active; also: potency is read from the fitted curve at half-maximal effect; nearly all actives have a fitted effect of over 80% in size; some results filed as inactive show a strong effect at the top dose
#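 MCF7 cells carrying a BRCA1-firefly luciferase reporter (2000 cells/well, phenol-red free MEM) were attached for 2 h at 37 °C, then given compounds for 48 h. Luminescence was read 15 min after luciferase reagent; activity normalized to genistein (10 microM) and DMSO.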
# uPA generation = qHTS for Inhibitors of Cell Surface uPA Generation; cell surface uPA generation assay, qHTS; Potency, µM (titrated, usually from 38.3 µM), without a hit: at the highest dose activity change, negative = inhibition, most hits filed as inhibitors; 330,000 tested, 0.31% active; AID 540303, 2011; active = well fitted inhibition curve with a large enough effect; inconclusive = small, poorly fitted or top-dose-only effect; inactive = no such curve, though single readings can be large or run the other way; tested in mouse RAW 264.7 cells; also: potency is read from the fitted curve at half-maximal effect; % is scaled to controls: 0 for no effect and ±100 for the full control effect; nearly all actives have a fitted effect of over 55% in size
# ELG1 genotox = qHTS screen for small molecules that induce genotoxicity in human embryonic kidney (HEK293T) cells expressing luciferase-tagged ELG1. HEK293T ELG1-luciferase reporter, luminescence, 16 h. Potency, µM (highest dose often 46 µM), for inactives: at the highest dose activity change, positive = activation, most hits filed as activators. 330,000 tested, 1.3% active; also: potency is read from the fitted curve at half-maximal effect; % of control where 0% means no effect; nearly all actives have a fitted effect of over 60% in size
#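 DMSO vehicle served as control against compound-treated ELG1-luciferase HEK293T cells; exposure lasted 16 hr at 37 °C and 5% CO2, followed by ONE-Glo luminescence detection after 30 min.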
# B2AR arrestin = qHTS assay of beta-arrestin-biased ligands of beta2-adrenergic receptor | Beta-2 adrenergic receptor (Homo sapiens), P07550 | beta-arrestin recruitment to beta2AR, cell-based reporter | Potency, µM (top dose mostly 46.1 µM), inactives show top-dose activation, most hits filed as activators | 330,000 tested, 0.02% active;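 also: potency is read from the fitted curve at half-maximal effect; 0% = DMSO controls and full agonism = EC100 isoproterenol or metaproterenol; nearly all actives have a fitted effect of over 65% in size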
# Target sequence (P07550 whole entry, looked up): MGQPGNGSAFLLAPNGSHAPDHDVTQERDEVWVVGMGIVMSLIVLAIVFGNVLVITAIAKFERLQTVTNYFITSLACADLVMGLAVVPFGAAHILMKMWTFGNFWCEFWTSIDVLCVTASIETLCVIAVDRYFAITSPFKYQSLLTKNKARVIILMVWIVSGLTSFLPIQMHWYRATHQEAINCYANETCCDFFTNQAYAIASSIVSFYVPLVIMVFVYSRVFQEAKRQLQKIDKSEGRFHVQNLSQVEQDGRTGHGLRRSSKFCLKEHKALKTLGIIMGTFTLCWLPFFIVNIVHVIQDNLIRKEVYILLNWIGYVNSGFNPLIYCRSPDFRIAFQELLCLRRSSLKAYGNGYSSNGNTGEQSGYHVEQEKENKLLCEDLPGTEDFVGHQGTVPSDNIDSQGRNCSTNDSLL
# Eya2 phos inh = qHTS Assay for Inhibitors of the Phosphatase Activity of Eya2. 330,000 tested, 0.006% active. recombinant Eya2, OMFP fluorescence dephosphorylation (OMFP is methylfluorescein phosphate). Potency, µM (series often up to 76.9 µM), without a hit: at the highest dose activity, negative = inhibition, hits mostly inhibitors. Protein phosphatase EYA2 (Homo sapiens), O00167; also: potency is read from the fitted curve at half-maximal effect; % is scaled to controls: 0 for no effect and ±100 for the full control effect
#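 Eya2 protein (added as 0.2 uM solution) was preincubated with compound for 10 min at ambient temperature in 50 mM HEPES pH 7.5, 50 mM NaCl, 5 uM MgCl2, 0.05% BSA, 1 mM DTT. OMFP (added at 50 uM) then reacted 10 min; fluorescence read at 485/525 nm.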
# USP2a block = qHTS Assay for Inhibitors of Ubiquitin-specific Protease USP2a Using CHOP2 as the Reporter | Potency, µM (top dose mostly 38.3 µM), for inactives: top-dose activity change, negative = inhibition, usual class: inhibitors | Ubiquitin carboxyl-terminal hydrolase 2 (Homo sapiens), O75604 | 330,000 tested, 0.01% active | USP2 core, Ub-CHOP2 coupled fluorogenic reporter, 485/531 | AID 463254, 2010;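 also: potency is read from the fitted curve at half-maximal effect; plate controls were DMSO wells for no effect and full inhibition by NEM control for full effect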
#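 Deubiquitinase activity read as fluorescence (485/531 nm) after Ub-CHOP2 cleavage activates the enterokinase reporter on its substrate; USP2 core 10nM, Ub-CHOP2 and substrate 25nM each, 30min compound preincubation then 60min RT; data normalized to NEM, curves fitted.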
# p53 reactivation = qHTS assay for re-activators of p53 using a Luc reporter; 320,000 tested, 0.063% active; Potency, µM (doses to about 92.2 µM), inactives show top-dose activity change, positive = activation, hits mostly activators; H1299 p53-A138V BP100-luciferase reporter, luminescence, 24 h; AID 504706, 2011; also: potency is read from the fitted curve at half-maximal effect; % of control where 0% means no effect; nearly all actives have a fitted effect of over 45% in size
#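 H1299 (p53-null), stable ts p53-A138V + BP100-Luc; 1000 cells/well, Opti-MEM/10% FBS; cpd 4 pt, 1:5; 24 h, 37 deg C, 5% CO2; detection reagent 10 min RT; luminescence.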
# ASM inhibitor = Inhibitors of Secretory Acid Sphingomyelinase (S-ASM): qHTS. Sphingomyelin phosphodiesterase (Homo sapiens), P17405. placental ASM, HMU-PC fluorogenic substrate, 60 min. Potency, µM (series often up to 57.5 µM), inactives show top-dose activity change, negative = inhibition, most hits filed as inhibitors. 340,000 tested, 0.006% active. AID 504937, 2011; also: potency is read from the fitted curve at half-maximal effect
#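 HMU-PC0 cleavage (9 uM final) by human placental ASM, 60 min at 37 °C following 10 min compound exposure at RT; stopped at pH 10, fluorescence Ex 386/Em 447 nm.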
# a7 integrin act = qHTS for Activators of Integrin-Mediated Alleviation for Muscular Dystrophy | alpha7betagal myoblasts, beta-gal FDG fluorescence, 48 h | Potency, µM (doses to about 38.3 µM), for inactives: top-dose activation, usual class: activators | 350,000 tested, 0.064% active | AID 624291, 2012;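 also: potency is read from the fitted curve at half-maximal effect; 100% = response of the positive control SU9516; nearly all actives have a fitted effect of over 60% in size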
#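 alpha7betagal+/- myoblasts (passage 13, 250/well) treated 48 h at 37C with compounds at 1:260 dilution of DMSO stock. Lysed, then beta-galactosidase activity read as FDG fluorescence (ex 480/em 540) after 30 min, with pre-read for autofluorescence.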
# Starred values were filed as active, the others as inactive; ? = inconclusive; . = no result given; [ ] = remark or other dose. Unless noted, calls follow the shape of the dose curve; as a rule, active = well fitted curve in the direction sought with a large enough effect; inconclusive = small, poorly fitted or top-dose-only effect, or another doubt; inactive = no such curve, though single readings can be large; an effect the other way counts as inactive or inconclusive.
SMILES,TRPV1 agonist,PTAP TSG101 blk,BRCA1 expr act,uPA generation,ELG1 genotox,B2AR arrestin,Eya2 phos inh,USP2a block,p53 reactivation,ASM inhibitor,a7 integrin act
N/C(=C\C(=O)c1cc(Cl)ccc1O)C(Cl)(Cl)Cl,-3.4,-8.4%,-50.6%,-16.2%,?,?,5.4%,-0.7%,-11.2%,-1.4%,-53.1%[inhibitor]
O=C1c2ccccc2CN1C(CO)c1ccccc1 (centres undefined),2.1,-5.2%,-1.6%,5.3%,-4.0%,0.2%,-2.0%,3.2%,-1.0%,-3.8%,13.2%
O=C(COC(=O)c1c(Cl)ccc(Cl)c1Cl)NC(=O)NCc1ccccc1,6.8,-1.0%,-37.2%,1.8%,-0.8%,5.6%,0.3%,-7.7%,2.5%,-7.7%,?
O=C(CN1C(=O)S/C(=C\C=C\c2ccccc2)C1=O)Nc1cccc(O)c1,20.3,-1.2%,16.5%,-6.5%,?,0.2%,-10.6%,1.2%,?,15.4%,-31.1%[inhibitor]
Cc1ccc(NC(=O)CSCC(=O)Nc2cc(S(=O)(=O)N3CCOCC3)ccc2OC(C)C)cc1,.,-8.0%,-0.9%,?,.,.,.,.,.,-12.8%,-12.7%
O=C(c1cc(-c2cccs2)on1)N1CCN(c2ccccc2)CC1,4.0,-6.1%,7.0%,?,-0.3%,-0.4%,-15.4%,3.3%,?,-7.9%,-5.1%
COc1ccc(C(CC(=O)N2CCN(c3ccccc3)CC2)c2c(OC)cc(OC)c3c(-c4ccccc4)cc(=O)oc23)cc1 (centres undefined),-2.3,.,.,.,-2.8%,-0.4%,5.5%,0.0%,-3.0%,.,.
O=C(CCn1nnc2ccccc2c1=O)N[C@H](C(=O)O)c1ccccc1,0.3,-4.8%,-23.8%,0.0%,1.2%,-1.1%,-1.1%,0.9%,0.6%,2.5%,10.5%[7.66 µM]
O=C(COC(=O)c1cccc(S(=O)(=O)N2CCc3ccccc32)c1)NC1CCS(=O)(=O)C1 (centres undefined),-0.3,-2.7%,3.1%,10.7%,0.1%,0.1%,-11.3%,?,-5.0%,-0.9%,29.4%
COc1ccc(-c2noc(CCC(=O)Nc3cccc(C)c3)n2)cc1,22.3,-8.3%,-20.1%,6.5%,?,0.4%,-10.7%,-1.5%,8.1%,-9.3%,-0.4%
CCOc1[nH]n(-c2ccccc2)c(=O)c1C=Nc1ccc(F)cc1F,0.4,0.9%,-17.1%,-0.4%,0.8%,0.2%,-5.1%,0.1%,-2.5%,-0.9%,0.7%
Cc1ccc(CNC(=O)c2ccccc2-n2cnnn2)cc1,-1.4,-1.3%,0.0%,-1.1%,0.1%,0.3%,-4.8%,0.0%,-0.6%,-1.3%,-13.0%
Cc1ccc(N2CC(C(=O)NCCS(=O)(=O)N3CCN(c4ccc(F)cc4)CC3)CC2=O)cc1 (centres undefined),0.5,-5.4%,3.5%,-6.0%,1.1%,-0.5%,-9.8%,2.9%,-9.2%,-3.8%,-18.3%
COC(=O)c1sc2ncccc2c1OCc1cccc(Cl)c1,5.7,1.6%,0.2%,-6.2%,-0.7%,-0.3%,8.4%,-0.8%,5.3%,-6.8%,20.8%
COc1cccc(-c2cc(C(=O)NCC3CCCO3)on2)c1 (centres undefined),17.4,-2.3%,-5.4%,4.3%,?,0.2%,8.8%,0.8%,?,2.1%,14.1%
O=C1Cc2cc(O)ccc2O1,.,0.1%,-17.4%,6.9%,.,.,.,.,.,-1.5%,-15.0%
Cn1c(=O)[nH]c(=O)c2c1nc(CN1CCN(c3cccc(Cl)c3)CC1)n2CCc1ccccc1,6.2,.,-43.6%,11.7%,-0.1%,-0.1%,0.8%,-0.4%,-11.9%,-3.1%,-8.2%
CC[n+]1c(/C=C/C=C/N(C(C)=O)c2ccccc2)sc2cc(OC)ccc21,8.9,?,-83.6%,-8.8%,-2.2%,2.9%,33.8%,29.5%,18.4%,-20.0%,-54.7%[inhibitor]
O=C(C(=O)N1CCOCC1)c1c[nH]c2ccccc12,-1.4,-4.9%,-17.0%,0.3%,0.1%,-0.2%,-3.8%,0.4%,-1.3%,1.6%,-15.4%
COc1cccc(NS(=O)(=O)NC(=O)c2c(C)[nH]c3ccccc23)c1,4.4,-1.7%,4.7%,4.0%,5.6%,0.6%,-6.6%,0.5%,0.0%,-1.7%,-20.3%
Cn1cnnc1SC/C(O)=C(\C#N)c1nc2ccccc2[nH]1,-2.7,-3.4%,-16.5%,-6.0%,2.4%,4.8%,6.3%,4.1%,-10.0%,5.9%,10.5%
O=C(CCNC(=O)c1ccc(Br)cc1)NC1CCCc2ccccc21 (centres undefined),-3.2,-0.5%,-19.4%,-8.7%,-3.6%,-0.1%,-29.9%,2.6%,-1.9%,0.8%,10.2%
Nc1nonc1-n1nnc(C(=O)N/N=C/c2c[nH]c3ccccc23)c1-c1ccccc1,-0.6,-2.6%,-9.4%,2.3%,13.6%,0.1%,-5.0%,1.3%,-2.3%,-1.6%,20.4%
Cc1ccc(/C=C/C(=O)Nc2sc(C)c(C)c2C(=O)OC(C)C)o1,2.3,2.1%,2.4%,-1.5%,1.3%,-0.9%,4.8%,-0.1%,-2.8%,16.7%,7.1%
CCCOC(=O)c1c(NC(=O)CCC(=O)O)sc2c1CCCCC2,4.6,-6.7%,-7.8%,5.5%,-0.4%,-0.3%,-3.8%,0.1%,-0.8%,4.6%,4.0%
# (further entries)
SMILES,TRPV1 agonist,PTAP TSG101 blk,BRCA1 expr act,uPA generation,ELG1 genotox,B2AR arrestin,Eya2 phos inh,USP2a block,p53 reactivation,ASM inhibitor,a7 integrin act
CCCCOc1ccccc1C1NC(=O)CCC1[N+](=O)[O-] (centres undefined),0.8,-1.1%,-7.1%,3.7%,-2.0%,0.4%,-13.3%,3.2%,4.6%,3.1%,-7.0%
Cc1ccc2nc(NC(=O)CCCC(=O)O)sc2c1,-1.7,-6.2%,-79.0%,?,-10.4%,-0.3%,1.9%,1.1%,-4.4%,0.1%,-2.0%
O=C(N1CCN(c2ccc(F)cc2)CC1)C12CC3CC(CC(C3)C1)C2,?,1.2%,-54.7%,2.6%,-1.4%,-1.3%,9.4%,3.1%,-8.4%,-2.6%,8.1%
Cc1cc2nc(C)n3c4ccccc4nc3n2n1,-2.3,-5.1%,-22.1%,2.4%,3.9%,0.1%,6.8%,3.6%,6.7%,-0.2%,-15.2%
CN1CCN(C(=O)C2=C[C@@H](c3ccc4c(c3)OCO4)C[C@@H](OCc3ccc(CO)cc3)O2)CC1,20.4,-1.5%,17.3%,-0.3%,1.8%,0.2%,-4.8%,5.6%,-4.3%,6.7%,9.0%
O=C1[C@H]2[C@@H](c3ccc(F)cc3)N3C(=O)N(c4cccc(Cl)c4)C(=O)[C@@]3(Cc3ccc(Cl)cc3)[C@H]2C(=O)N1C1CCCCC1,-0.8,-3.4%,-32.2%,-7.8%,-4.7%,-1.0%,6.0%,1.8%,16.0%,-1.7%,22.6%
CCOc1ccc2nc(SC3CC(=O)N(c4ccccc4)C3=O)sc2c1 (centres undefined),12.5,-3.0%,69.3%,-4.9%,9.7%,2.2%,-6.9%,1.1%,-12.8%,-6.8%,-62.6%[inhibitor]
Cc1sc(NC(=O)C2CCCCC2C(=O)O)c(C(N)=O)c1-c1ccccc1 (centres undefined),-0.6,-2.6%,94.3%,-9.1%,?,0.2%,-3.6%,-1.2%,5.9%,2.3%,-10.9%
CCCOc1ccc(OCCSc2nnc(N)s2)cc1,18.9,0.1%,99.2%,-3.3%,12.6µM*,0.1%,5.6%,0.5%,13.0%,2.3%,6.2%
CCNc1sc(C(=O)OCC)c(N)c1C#N,0.4,0.4%,-10.4%,-13.5%,2.5%,-0.1%,-6.1%,2.7%,1.1%,6.4%,?
